# Source: PubChem
# PrPC surface inh = cell surface PrPC inhibition, primary TR-FRET screen; P04156; inhibition, % at 13.8 µM; AID 720596; TR-FRET read-out; 0.43% of 370,000 active; in the data active means inhibition above about 24%; further: 0% = median of the test wells and 100% = reference compound wells
# Rv3671c inh = Rv3671c (M. tuberculosis) protease inhibition; P9WHR9; inhibition, % at 5.96 µM; 0.048% of 320,000 active; in the data active means inhibition above about 38%;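 further: extracellular domain of Rv3671c used as enzyme; 0% = enzyme with DMSO and 100% = no enzyme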
# Target sequence (P9WHR9 whole entry, looked up, the tested form may be a part): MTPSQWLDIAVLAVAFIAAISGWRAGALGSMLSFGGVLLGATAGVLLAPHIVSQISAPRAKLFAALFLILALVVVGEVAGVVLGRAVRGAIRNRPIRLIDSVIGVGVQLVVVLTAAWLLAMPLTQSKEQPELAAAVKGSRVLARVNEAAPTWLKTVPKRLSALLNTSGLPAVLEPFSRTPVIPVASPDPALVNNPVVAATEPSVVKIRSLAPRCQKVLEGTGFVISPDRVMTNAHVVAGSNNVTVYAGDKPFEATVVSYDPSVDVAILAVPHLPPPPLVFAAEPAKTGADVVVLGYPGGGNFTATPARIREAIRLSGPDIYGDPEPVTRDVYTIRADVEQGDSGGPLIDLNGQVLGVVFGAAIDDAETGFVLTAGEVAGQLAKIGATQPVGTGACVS
# MazF activator = increases E. coli MazEF RNase cleavage of RNA; activation, % at 20 µM; AID 504720; FAM/BHQ RNA-DNA oligo cleavage fluorescence, 5 h; 0.32% of 350,000 active; P0AE70; in the data active means activation above about 50%
# Target sequence (P0AE70 whole entry, looked up): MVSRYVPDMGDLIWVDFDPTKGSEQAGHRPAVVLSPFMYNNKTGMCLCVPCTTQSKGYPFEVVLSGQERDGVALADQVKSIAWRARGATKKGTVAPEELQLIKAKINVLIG
# 3CLpro inhibitor = SARS-CoV 3CLpro protease inhibition. recombinant SARS-CoV 3CLpro, quenched FRET peptide cleavage. P0C6X7. inhibition, % at 6 µM. 0.14% of 290,000 active; in the data active means inhibition above about 12%
# BoNT A protease = BoNT A light chain protease inhibition. inhibition, % at 10 µM. 0.17% of 360,000 active. AID 588499. multiplex microsphere protease substrate cleavage, flow cytometry; further: plate controls were buffer without enzyme for full effect and enzyme alone for no effect
# SSB-PriA inh = blocks PriA binding to SSB C-terminal tail; inhibition, % at 33 µM; 0.6% of 430,000 active; AID 1272365; AlphaScreen SSBct-PriA binding, biotinylated peptide; in the data active means inhibition mostly above about 37%, no sharp cut-off; inactive means mostly below about 20%;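 further: plate controls were negative control peptide for no effect and reference peptide for full effect; strong numbers were not always called active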
# DUSP3 inh = inhibitors of human VHR1 phosphatase (DUSP3); P51452; recombinant VHR phosphatase, pNPP absorbance; inhibition, % at 13.3 µM; 0.52% of 290,000 active; AID 1654; in the data active means inhibition above about 50%; further: some compounds called inactive have numbers as strong as hits
# Target sequence (P51452 whole entry, looked up): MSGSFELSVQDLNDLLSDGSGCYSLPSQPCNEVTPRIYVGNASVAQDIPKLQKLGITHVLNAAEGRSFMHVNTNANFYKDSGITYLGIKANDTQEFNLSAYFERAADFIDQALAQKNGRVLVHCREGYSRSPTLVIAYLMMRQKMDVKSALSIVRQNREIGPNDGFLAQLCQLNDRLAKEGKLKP
# Anthrax LF inh2 = blocks Bacillus anthracis lethal factor protease; P15917; multiplex microsphere protease cleavage assay, LF; inhibition, % at 10 µM; 0.12% of 360,000 active; AID 588501; further: plate controls were buffer without enzyme for full effect and enzyme alone for no effect
# BoNT F protease = blocks Botulinum neurotoxin F light chain protease; 0.22% of 360,000 active; Multiplex microsphere protease cleavage assay, flow cytometry; AID 588497; inhibition, % at 10 µM; in the data active means inhibition above about 35%, passing the limit was not always enough; inconclusive means no clear call, values can overlap the other calls; further: plate controls were buffer without enzyme for full effect and enzyme alone for no effect
# CCHFV vOTU inh = CCHFV vOTU protease inhibition. Pep-AMC fluorescence. inhibition, % at 11.5 µM. 0.55% of 370,000 active; in the data active means inhibition above about 30%; further: 0% = vehicle wells with enzyme and 100% = no enzyme wells
# Numbers without * were called inactive; ? = inconclusive; / = not tested or not shown; & = joins results of further samples. Unless noted, no stated cut-off is given here; in the data, active means inhibition above about 30%; inconclusive means no clear call, values can overlap the other calls; inactive means below that. These rows are one share of the data; rates above refer to the full screens.
# Start of the data: the first 14 compounds, to show the layout:
SMILES,PrPC surface inh,Rv3671c inh,MazF activator,3CLpro inhibitor,BoNT A protease,SSB-PriA inh,DUSP3 inh,Anthrax LF inh2,BoNT F protease,CCHFV vOTU inh
CCN(CC)c1ccc(C(=O)N/N=C/c2ccc(OC)cc2OC)cc1,-4,9,14,0,-0.3,/,19,4,4,9
O=C1NC(=O)N(c2ccc3c(c2)OCO3)C(=O)/C1=C\c1ccc(N2CCCCC2)o1,-13,-5,-453,4,0.0,1,15,-1,0,0
C=CCn1c(C)cc(C(=O)COC(=O)/C=C/c2ccc(OC)cc2)c1C,-7,-10,0,0,1.9,-11,18,-1,1,8
O=C(NCCCO)NC12CC3CC(CC(C3)C1)C2,-5,1,1,-5,2.7,4,24,-1,5,-4
O=C(Nc1ccc(Cl)cc1)Nc1ccccc1Sc1ncc([N+](=O)[O-])s1,-7,3,-19,3,-7.0,3,5,-2,?,-7
CCn1ccc2cc(OC)ccc2c1=S,-8,-3,-1,4,11,3,-10,10,18,-8
O=C(CSc1ccc(-c2ccc(F)cc2)nn1)Nc1ccc2c(c1)OCCO2,2,-3,-6,2,0.5,-7&-8,12,-1,-3,0
c1ccc(-c2ccc(-c3nc(-c4ccccn4)no3)cc2)cc1,3,-14,-1,7,-1.4,-17,37,-6,-19,12
CC(=O)OC1CC2(C)C(CCC2(O)C(C)=O)C2CCC3C(Cl)C(=O)CCC3(C)C12 (configuration not stated),0,/,13,/,0.0,-8,/,-4,-2,4
O=C(CN1C(=O)C(=O)N(Cc2ccco2)C1=O)Nc1ccc(F)c(F)c1F,3,2,3,/,-0.3,1,/,0,6,7
Cc1ccc(NC(=O)C2CCCNC2=O)nc1 (configuration not stated),2,-5,-3,3,-0.8,-17,2,-5,-2,-3
COc1ccc(OCc2nc3c4c(ncn3n2)-c2ccccc2CC42CCCC2)cc1,-4,0,-4,-4,-0.8,-13,-6,0,-5,-10
Cc1ccc(C(=O)CCS(=O)(=O)c2ccc(Br)cc2)cc1,6,-4,-4,-3,1.1,-14,24,3,-8,7
Cc1ccc(-c2ccc(CCC(=O)O)n2C(C)C)cc1,-5,7,-1,3,0.0,-5,29,-1,-5,-11

# The whole of this part, repeating the preview:
SMILES,PrPC surface inh,Rv3671c inh,MazF activator,3CLpro inhibitor,BoNT A protease,SSB-PriA inh,DUSP3 inh,Anthrax LF inh2,BoNT F protease,CCHFV vOTU inh
CCN(CC)c1ccc(C(=O)N/N=C/c2ccc(OC)cc2OC)cc1,-4,9,14,0,-0.3,/,19,4,4,9
O=C1NC(=O)N(c2ccc3c(c2)OCO3)C(=O)/C1=C\c1ccc(N2CCCCC2)o1,-13,-5,-453,4,0.0,1,15,-1,0,0
C=CCn1c(C)cc(C(=O)COC(=O)/C=C/c2ccc(OC)cc2)c1C,-7,-10,0,0,1.9,-11,18,-1,1,8
O=C(NCCCO)NC12CC3CC(CC(C3)C1)C2,-5,1,1,-5,2.7,4,24,-1,5,-4
O=C(Nc1ccc(Cl)cc1)Nc1ccccc1Sc1ncc([N+](=O)[O-])s1,-7,3,-19,3,-7.0,3,5,-2,?,-7
CCn1ccc2cc(OC)ccc2c1=S,-8,-3,-1,4,11,3,-10,10,18,-8
O=C(CSc1ccc(-c2ccc(F)cc2)nn1)Nc1ccc2c(c1)OCCO2,2,-3,-6,2,0.5,-7&-8,12,-1,-3,0
c1ccc(-c2ccc(-c3nc(-c4ccccn4)no3)cc2)cc1,3,-14,-1,7,-1.4,-17,37,-6,-19,12
CC(=O)OC1CC2(C)C(CCC2(O)C(C)=O)C2CCC3C(Cl)C(=O)CCC3(C)C12 (configuration not stated),0,/,13,/,0.0,-8,/,-4,-2,4
O=C(CN1C(=O)C(=O)N(Cc2ccco2)C1=O)Nc1ccc(F)c(F)c1F,3,2,3,/,-0.3,1,/,0,6,7
Cc1ccc(NC(=O)C2CCCNC2=O)nc1 (configuration not stated),2,-5,-3,3,-0.8,-17,2,-5,-2,-3
COc1ccc(OCc2nc3c4c(ncn3n2)-c2ccccc2CC42CCCC2)cc1,-4,0,-4,-4,-0.8,-13,-6,0,-5,-10
Cc1ccc(C(=O)CCS(=O)(=O)c2ccc(Br)cc2)cc1,6,-4,-4,-3,1.1,-14,24,3,-8,7
Cc1ccc(-c2ccc(CCC(=O)O)n2C(C)C)cc1,-5,7,-1,3,0.0,-5,29,-1,-5,-11
OC(COc1ccc(Cl)cc1)CN1CCCCC1 (configuration not stated),-9,-7,2,1,-2.1,-3,-4,-6,-11,20
COc1ccc(C(=O)Nc2ccc(S(=O)(=O)N3CCCC3)cc2)cc1,-1,1,1,-4,1.5,-15,13,-4,12,-5
COc1cc(C(=O)OC(C)CN2CCOCC2)cc(OC)c1OC (configuration not stated),1&2,-3&0,7&-1,3&2,0.2&-0.7,-6,25&15,0&-2,3&-11,-4&-16
COc1ccc(CNC(=O)C[C@H]2C(=O)N(c3ccccc3)C[C@@H]2Cc2ccccc2)cc1,3,-11,-2,7,-0.3,-6,13,-3,-6,8
Cc1cnc(C(=O)OCc2nc3ccccc3o2)cn1,-3,7,4,/,3.5,-13,/,-4,10,8
Cc1ccc(CCNC(=O)c2sc3nc4n(c(=O)c3c2C)CCC4)cc1,-4,-2,8,-2,0.0,-6,21,0,2,23
Cc1ccc(C)n1-c1ccc(C(=O)/C=C/N(C)C)cc1,4,0,3,1,-0.6,-13,32,-6,-2,-10
O=C(Nc1cccc(C(F)(F)F)c1)c1cccn(Cc2ccc3c(c2)OC(F)(F)O3)c1=O,-7,-36,4,-2,-1.5,-9,23,0,-2,6
CN(C)c1nc(OCCNC(=O)COc2ccccc2Cl)nc(N(C)C)n1,-2,-1,7,-1,-0.6,-2,4,1,-9,-18
O=C(c1cnc(N2CCN(c3ncccn3)CC2)c2ccccc12)N1CCN(c2ncccn2)CC1,2,-2,8,-2,1.0,-5,48,-1,7,3
O=C(CSc1ccc(Cl)cc1)N1CCN(c2ccc(Cl)cc2[N+](=O)[O-])CC1,-12,-5,-3,6,-0.1,14,20,-4,-2,10
COc1ccc(CC(=O)N2CCCC(C)C2)cc1 (configuration not stated),-1,0,-6,3,-2.2,-7,21,-9,-24,1
O=C1C(Cc2ccc(O)cc2)NC(=S)N1c1ccccc1 (configuration not stated),2,2,-20,6,-2.6,-16,16,-1,-2,-15
O=C(/C=C/c1ccc(S(=O)(=O)N2CCOCC2)cc1)NCc1ccccc1Cl,-9,-4,-1,6,-0.5,-28,-1,-1,-8,0
COc1ccc2cc(CN(CC3CCCO3)S(=O)(=O)c3ccc(C(C)=O)cc3)c(=O)[nH]c2c1 (configuration not stated),1,0,5,-2,0.2,-1,5,2,-6,11
O=C(CSc1nc2c(c(=O)n1-c1ccc(Br)cc1)SCC2)NCC1CCCO1 (configuration not stated),/,-1,3,-9,0.7,-6&-14,13,-10,-2,/
Cc1ccc(NC(=O)C2CCN(S(=O)(=O)c3cccc4cccnc34)CC2)nc1,-4,-2,2,4,-0.4,-1,25,-3,-2,14
CCC(=O)NCCc1nc2cc(NC(=O)c3ccc(F)cc3)ccc2n1C,-3,-1,9,-9,1.0,3,/,-5,-23,-7
CCOc1cc(/C=C2\C(=O)N(c3nc(-c4ccc(Br)cc4)cs3)N=C2c2ccccc2)ccc1O,/,18,5,5,5.0,13,33,0,-28,/
CCC1(C)Cc2ccccc2-c2c1c(=O)n(-c1ccc(C)cc1)c1nnnn21 (configuration not stated),-2,-1,2,6,-0.7,-7,2,-3,-14,8
COc1cccc(-c2cc3nc(-c4ccccc4)cc(N4CCCC(O)C4)n3n2)c1 (configuration not stated),12,-26,6,-1,1.4,-69,16,1,2,-43
Cc1ccc(/C=C2/CNC/C(=C/c3ccc(C)cc3)C2=O)cc1,-4,/,-8,/,0.5,0,/,-5,-13,0
O=C(CSc1nnc(CNC(=O)c2ccco2)o1)Nc1ccccc1F,-6,-1,4,0,1.9,1,6,-4,8,6
CC(=O)Nc1ccc2nc(-c3cccs3)[nH]c2c1,1,-3,2,-3,-0.3,-2,11,-6,-1,-133
CCN(CC)C(=O)c1ccc(COc2ccccc2Cl)o1,4,5,-1,0,1.1,-14,10,-6,-2,0
CC(C)C(OC(=O)c1cc2occc2n1C)C(=O)NCc1ccc2c(c1)OCO2 (configuration not stated),-6,-13,-5,-2,-0.6,-6,11,-7,-6,-9
Cc1ccc(OCC(=O)Nc2ccc(NC(=O)c3ccccc3)c(C)c2)cc1,-2,/,-6,1,4.0,5,2,-4,6,20
CCOc1ccc(NS(=O)(=O)c2cc(OC)ccc2OC)cc1,10,-10,1,-3,1.2,6,34,0,-6,-2
Cc1ccc2[nH]cc(CCNC(=O)c3ccc([N+](=O)[O-])cc3)c2c1,-15,9,-6,5,-0.3,-6,21,0,0,6
CC(C)CN(C(=O)CCC1CCCCC1)c1c(N)n(CC(C)C)c(=O)[nH]c1=O,7,/,1,/,3.7,-3,/,0,-1,7
c1cc2c(cnc3cscc32)s1,-1,-1,5,2,-0.4,1,-8,-2,-5,-18
Cn1nccc1C(=O)N1CCOCC1,4,7,4,-5,1.1,2,6,-1,14,6
Cn1ccc2c(/C=C/c3ccc(F)cc3)cc3c(c21)C1CCC3C1 (configuration not stated),-10,/,/,/,15,/,/,-12,-36,-6
CCN(CC(=O)NCc1ccc(Cl)cc1)C(=O)Cc1ccc(OC)cc1,0,-11,3,-2,0.8,1,10,-7,19,-2
O=C(OCCCCOC(=O)c1ccccc1)c1ccccc1,0,3,-7,1,-0.7,-12,4,2,-9,-8
O=C(NCc1ccncc1)c1ccc(-c2ccc(F)c(F)c2)c2ccoc12,22,/,/,/,-0.1,/,/,2,-1,15
O=C(Nc1ccccc1N1CCOCC1)c1csc2c1CCCC2,-2,-3,-1,2,0.9,-13,31,-10,-12,-3
CC(C)CN1C(=O)C(=O)N(CC(=O)Nc2cc(Cl)ccc2Oc2ccccc2)C1=O,12,3,-1,0,0.1,0,2,6,-1,29
COc1ccc(-c2noc(CNS(=O)(=O)c3ccc(NC(C)=O)cc3)n2)cc1,-4,-3,2,11,0.2,-4,2,-1,3,0
CCNC(=O)C1CCCN(C(=O)c2ccccc2F)CC1 (configuration not stated),3,/,/,/,0.0,/,/,-4,-2,-6
O=C(Nc1ccc(F)cc1)c1cc2ccccc2o1,-5,-6,10,4,0.1,-21,-8,0,?,4
COc1ccc2oc(C(=O)Nc3ccccc3N3CCOCC3)c(C)c2c1,-4,-5,-2,/,0.1,2,/,2,-5,3
O=C(C1CCCN1S(=O)(=O)c1cccc2cccnc12)N1CCN(c2ccccc2)CC1 (configuration not stated),-1,-6,4,-1,12,-1,-16,14,-4,-1
Cc1cc(OCC(=O)NC2CCN(C)CC2)ccc1[N+](=O)[O-],-10,0,19,1,-0.7,-23,-11,-4,-11,6
CC1(C(=O)NNC(=O)c2cccc([N+](=O)[O-])c2)CC1(Br)Br (configuration not stated),-16,-11,-3,-5,2.3,-7,10,4,4,8
